Source: PubChem BioAssay
BoNT F protease = BoNT/F light chain protease inhibitors, primary screen, biochemical, flow cytometry, MLPCN library; Multiplex microsphere protease cleavage assay; hit rate 0.22% among 360,000; inhibition, % at 10 µM; in the data active = inhibition above about 35%, passing the limit was not always enough; inconclusive = no clear call, values can overlap the other calls; also: plate controls were buffer without enzyme for full effect and enzyme alone for no effect
Anthrax LF inh2 = Bacillus anthracis LF protease inhibitors, primary screen, biochemical, multiplex microsphere, MLPCN library. Lethal factor (Bacillus anthracis), P15917. inhibition, % at 10 µM. hit rate 0.12% among 360,000. multiplex microsphere protease cleavage assay. AID 588501, 2011; also: plate controls were buffer without enzyme for full effect and enzyme alone for no effect
PrPC TRFRET = inhibitors of human cell surface prion protein PrPC, primary screen, cell-based, TR-FRET; TR-FRET read-out; Major prion protein (Homo sapiens), P04156; inhibition, % at 13.8 µM; hit rate 0.43% among 370,000; in the data active = inhibition above about 24%; also: 0% = median of the test wells and 100% = reference compound wells
BoNT-A LC inh2 = BoNT/A light chain protease inhibitors, primary screen, biochemical, flow cytometry, MLPCN library. multiplex microsphere protease substrate cleavage. hit rate 0.17% among 360,000. inhibition, % at 10 µM; also: plate controls were buffer without enzyme for full effect and enzyme alone for no effect
PfHsp40 yeast = rescue of yeast from PfHsp40 toxicity, primary screen, S. cerevisiae, ATP luminescence; S. cerevisiae expressing PfHsp40, growth rescue; growth rescue, % at 12.5 µM; hit rate 0.68% among 340,000; AID 504582, 2011; in the data active = growth rescue above about 28%, passing the limit was not always enough; inconclusive = no clear call, values can overlap the other calls;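 also: yeast W303a lacking pdr1 and pdr3 grown in galactose medium; growth measured after three days at 30 °C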
CCHF vOTU inh = CCHFV vOTU protease inhibitors, primary screen, biochemical, Pep-AMC substrate, fluorescence; inhibition, % at 11.5 µM; hit rate 0.55% among 370,000; AID 651958, 2012; in the data active = inhibition above about 30%; also: 0% = vehicle wells with enzyme and 100% = no enzyme wells
TcdB inh = TcdB glycohydrolase inhibitors, primary screen, biochemical, single point, plate reader | TcdB glycohydrolase enzymatic assay | inhibition, % at 9.99 µM | hit rate 0.24% among 350,000 | Toxin B (Clostridioides difficile), P18177 | AID 652162, 2013; in the data active = inhibition above about 10%
Target sequence (P18177 whole entry, looked up): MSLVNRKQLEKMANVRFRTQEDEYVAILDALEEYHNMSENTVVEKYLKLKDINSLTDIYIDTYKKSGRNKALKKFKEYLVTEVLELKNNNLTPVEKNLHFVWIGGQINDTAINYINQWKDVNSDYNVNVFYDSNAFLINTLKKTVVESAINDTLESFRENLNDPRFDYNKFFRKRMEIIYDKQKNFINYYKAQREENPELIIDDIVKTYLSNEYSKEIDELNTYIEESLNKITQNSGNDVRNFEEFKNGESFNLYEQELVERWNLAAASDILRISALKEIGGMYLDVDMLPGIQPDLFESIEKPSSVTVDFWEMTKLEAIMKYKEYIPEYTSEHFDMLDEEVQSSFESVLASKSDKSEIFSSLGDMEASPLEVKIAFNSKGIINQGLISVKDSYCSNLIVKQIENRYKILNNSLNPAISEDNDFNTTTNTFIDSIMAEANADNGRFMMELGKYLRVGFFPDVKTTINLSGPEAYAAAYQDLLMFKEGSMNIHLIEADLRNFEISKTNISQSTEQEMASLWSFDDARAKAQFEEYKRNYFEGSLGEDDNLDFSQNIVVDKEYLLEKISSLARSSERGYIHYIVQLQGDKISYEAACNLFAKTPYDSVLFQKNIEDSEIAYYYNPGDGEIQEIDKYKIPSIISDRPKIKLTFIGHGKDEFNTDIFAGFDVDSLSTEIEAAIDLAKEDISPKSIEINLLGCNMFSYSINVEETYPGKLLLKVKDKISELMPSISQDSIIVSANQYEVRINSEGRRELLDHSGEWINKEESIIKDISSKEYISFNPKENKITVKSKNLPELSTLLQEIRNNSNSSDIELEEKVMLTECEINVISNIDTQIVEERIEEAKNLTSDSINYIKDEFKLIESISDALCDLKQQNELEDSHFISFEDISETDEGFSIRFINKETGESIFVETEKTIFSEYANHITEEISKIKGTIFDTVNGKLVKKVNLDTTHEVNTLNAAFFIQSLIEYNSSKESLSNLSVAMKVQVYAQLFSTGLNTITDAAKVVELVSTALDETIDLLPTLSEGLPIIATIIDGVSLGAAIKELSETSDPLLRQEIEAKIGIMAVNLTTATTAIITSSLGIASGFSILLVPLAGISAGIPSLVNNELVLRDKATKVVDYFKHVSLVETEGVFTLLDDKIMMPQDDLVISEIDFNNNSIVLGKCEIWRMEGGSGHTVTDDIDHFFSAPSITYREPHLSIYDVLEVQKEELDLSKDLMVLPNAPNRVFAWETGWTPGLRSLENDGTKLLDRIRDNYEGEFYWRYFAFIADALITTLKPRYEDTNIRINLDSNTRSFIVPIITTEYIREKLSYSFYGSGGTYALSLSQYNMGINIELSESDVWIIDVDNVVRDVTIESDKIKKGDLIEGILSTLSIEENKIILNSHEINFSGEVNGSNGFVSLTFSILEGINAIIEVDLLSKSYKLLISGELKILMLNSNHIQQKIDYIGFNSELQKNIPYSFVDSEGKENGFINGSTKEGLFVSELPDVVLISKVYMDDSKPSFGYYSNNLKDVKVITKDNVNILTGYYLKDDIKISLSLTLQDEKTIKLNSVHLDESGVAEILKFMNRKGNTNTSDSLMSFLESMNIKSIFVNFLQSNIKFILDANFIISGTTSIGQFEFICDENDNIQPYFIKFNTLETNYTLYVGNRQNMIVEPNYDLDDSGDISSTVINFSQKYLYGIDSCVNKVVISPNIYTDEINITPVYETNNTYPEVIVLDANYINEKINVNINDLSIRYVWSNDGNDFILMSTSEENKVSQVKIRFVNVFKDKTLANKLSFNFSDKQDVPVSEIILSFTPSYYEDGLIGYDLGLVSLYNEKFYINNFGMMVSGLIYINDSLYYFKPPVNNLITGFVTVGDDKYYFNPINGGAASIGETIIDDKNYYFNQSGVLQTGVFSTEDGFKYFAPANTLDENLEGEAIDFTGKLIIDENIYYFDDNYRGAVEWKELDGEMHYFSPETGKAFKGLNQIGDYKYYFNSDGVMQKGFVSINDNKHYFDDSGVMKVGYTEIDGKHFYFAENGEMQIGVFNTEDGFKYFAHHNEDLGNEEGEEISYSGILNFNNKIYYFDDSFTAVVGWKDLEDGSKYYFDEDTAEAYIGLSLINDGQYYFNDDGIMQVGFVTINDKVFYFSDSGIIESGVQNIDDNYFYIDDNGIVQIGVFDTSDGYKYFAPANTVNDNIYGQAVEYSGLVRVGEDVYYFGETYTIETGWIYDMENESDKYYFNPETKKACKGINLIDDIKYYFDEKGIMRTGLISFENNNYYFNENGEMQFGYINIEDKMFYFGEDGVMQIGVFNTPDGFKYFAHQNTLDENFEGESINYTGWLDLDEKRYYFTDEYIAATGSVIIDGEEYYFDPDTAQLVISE
Y pestis TopoI = Yersinia pestis topoisomerase I inhibitors, primary screen, biochemical, cleavage product accumulation, plate reader, single point. Y. pestis Topo-I cleavage product accumulation. activity, % at 10 µM. hit rate 0.064% among 360,000. AID 504884, 2011; in the data active = activity above about 50%, passing the limit was not always enough; inconclusive = no clear call, values can overlap the other calls; also: inactives centre near 2
FadD28 binding = inhibitors of FadD28 bisubstrate probe binding, primary screen, biochemical, fluorescence polarization, single point | Mycobacterium tuberculosis FadD28 fatty-acid-AMP ligase | inhibition, % at 12.5 µM | hit rate 0.22% among 360,000 | AID 588549, 2011; in the data active = inhibition above about 8.5%, passing the limit was not always enough; inconclusive = no clear call, values can overlap the other calls
Numbers without * were called inactive; u = inconclusive; x = no result given. Rule as the data show it, unless noted: active = inhibition above about 30%; inconclusive = no clear call, values can overlap the other calls; inactive = below that.

SMILES	BoNT F protease	Anthrax LF inh2	PrPC TRFRET	BoNT-A LC inh2	PfHsp40 yeast	CCHF vOTU inh	TcdB inh	Y pestis TopoI	FadD28 binding
CCN(CC)C(=S)SCC(=O)c1ccc(F)cc1	-27	-7	-2	-1.8	16	13	x	9	-1.2
O=C(c1cnn(C(=O)c2ccco2)c1)c1ccccc1O	7	1	-2	1.8	1.0	-10	2.4	2	-3.1
CCCOc1cc(N(CC)CC)ccc1/C=C(/C#N)c1nc2ccc(C)cc2[nH]1	45*	2	6	3.4	1.2	6	0.3	-6	-0.1
N=c1n(CCO)c2ccccc2n1CCN1CCCCC1	-2	2	-5	-0.5	1.1	-3	1.6	5	-1.7
COc1ccc(CCNC(=S)N2CCC(C(=O)c3ccc(F)cc3)CC2)cc1OC	-6	1	9	0.3	4.6	6	-1.1	-5	-1.8
COc1ccc(NC(=O)C2C(c3ccccc3)C2(Cl)Cl)cc1 (stereo not given)	-4	4	7	0.2	-0.1	-8	-0.4	-4	-9.3
CC(NC(=O)C1CCCN(S(=O)(=O)c2cccc3nonc23)C1)c1ccccc1 (stereo not given)	-6	6	-33	3.7	-0.1	-8	x	-8	-1.2
CC1CC1C(=O)OCC(=O)NCc1ccc(Cl)cc1 (stereo not given)	-10	3	-5	-0.1	0.1	-7	x	-6	-3.2
Cc1cc(C(=O)N2CCc3ccccc3C2)no1	8	2	-6	3.3	0.7	-3	-1.5	15	-0.8
COc1cc(O)c2c(=O)c3c(O[C@H]4O[C@@H](CO)[C@H](O)[C@@H](O)[C@@H]4O)ccc(O)c3oc2c1	-4	-8	-8	-1.2	1.5	4	0.0	1	-5.3
CCOC(=O)CCC(=O)Nc1ccccc1C(N)=O	-3	-5	0	u	-0.1	-6	x	0	0.7
CCCCn1c(N)c(N(CCC(C)C)C(=O)C2CSC3(C)CCC(=O)N23)c(=O)[nH]c1=O (stereo not given)	6	-8	3	0.6	-2.2	-6	1.4	-3	-2.4
Cc1c(C(=O)NCc2ccc3c(c2)cc(C)n3C)cccc1[N+](=O)[O-]	-88	-100	34*	78*	-0.5	4	1.3	3	0.5
O=C(Nc1ccccc1)c1cnc2ccccc2n1	-7	1	-4	-0.3	-1.0	5	x	-2	-1.8
COc1cc2[nH]c(=S)nc(NCc3cccs3)c2cc1OC	-3	1	3	-0.2	-0.5	-6	1.5	-3	-0.6
CCCn1c(-c2ccc(OC)cc2)nc2c(=O)n(C)c(=O)[nH]c21	0	3	-2	0.7	-1.3	-3	x	3	-4.6
O=C(OCCN1C(=O)c2ccccc2C1=O)c1ccccc1	4	6	-5	0.5	-0.5	-5	1.1	-7	-2.1
Cc1ccc(NC(=O)CN2C(=O)c3ccccc3S2(=O)=O)c(C)c1	-18	0	-1	-1.6	0.9	7	0.6	-2	0.6
Cc1ccc(C)c(OCCCN2CCNCC2)c1	-39	6	-4	0.8	-0.5	-8	1.3	-5	-4.0
CCC(C)N=C1SCC(C)(/C=N/O)S1 (stereo not given)	-6	-1	-3	-0.2	0.4	-9	x	4	-5.1
CC(=O)Nc1ccc(NC(=S)NC(=O)c2cc3ccccc3o2)cc1	-4	-3	-7	-0.7	-2.8	5	0.5	10	1.5
COc1ccc(CCNC(=O)c2cccc(S(=O)(=O)N3CCOCC3)c2)cc1OC	-3	-4	-1	-0.2	-1.3	-5	0.1	1	x
COC(=O)C1=C(C(=O)OC)[C@@H]2N(Cc3ccccc3)c3ccccc3[C@@]23C[C@@H](C(=O)OC)N(C(=O)c2cccs2)C3=N1	-1	-2	4	-0.6	-2.1	-4	-0.9	7	0.9
Cc1cc(F)ccc1C(O)c1ncc(-c2ccccc2)[nH]1 (stereo not given)	-2	-2	-1	-0.1	x	1	0.9	-1	-0.6
Cn1c(Cc2ccccc2)nnc1SCC(=O)NC1CCCC1	-13	0	-3	-6.7	-0.7	1	0.4	7	-1.5
O=C(Nc1ccc(N2CCN(C(=O)c3cccs3)CC2)cc1)c1ccco1	2	0	22	1.9	1.0	0	0.7	-9	-1.5
C=CCSc1nc(-c2ccc(OC)cc2)c(C#N)c(=O)n1CC=C	-2	-2	10	-0.6	1.4	-10	1.1	u	-2.1
CN(C)CCCN(C(=O)c1ccc2c(c1)CCCC2)c1nc2cc3c(cc2s1)OCO3	x	x	-16	x	-0.6	7	0.1	3	-5.0
COc1cccc(C(C)(O)c2nc(-c3ccccc3OC)cs2)c1 (stereo not given)	-3	-6	5	0.2	x	21	-8.1	17	-1.7
COc1cccc2[nH]c(C(=O)NCCCN3CCCC3=O)cc12	-2	-1	-5	-0.1	0.0	-8	1.8	-7	-4.8
N#Cc1ccc(C(=O)OCC(=O)Nc2ccc(N3CCOCC3)cc2)cc1	-2	1	2	0.2	-0.5	4	-0.4	-1	-2.4
CCn1c(SCC(=O)c2ccccc2)nc2c(c1=O)SC(C)C2 (stereo not given)	3	6	8	2.1	1.9	5	x	-3	-0.9
O=C(Oc1ccccc1)c1cccc2cccnc12	-2	4	-5	0.5	-0.7	7	0.2	-3	-1.3
O=C(Nc1ccc(N2CCOCC2)cc1)Nc1ccc2nsnc2c1	0	-4	2	-0.2	-1.4	-8	0.4	1	0.7
COc1ccc(/C=C2\N=C(c3ccc(C)cc3)OC2=O)cc1	u	14	-3	2.3	-1.3	-3	1.0	3	-0.1
N#Cc1ccc2ccn(CC(=O)NCc3ccccc3)c2c1	-11	1	15	0.5	-0.3	-3	x	10	-0.7
O=C(CN1C(=O)NC2(CCCc3ccccc32)C1=O)N1CCCCC1 (stereo not given)	6	1	6	-1.9	1.1	23	-3.6	8	-3.7
O=C(NC1CCCCC1)c1ccc(Cn2cc(Br)cn2)o1	x	x	-5	x	0.6	2	x	4	-2.3
O=C1C(c2ccccc2)C2C=CC(C2)N1O (stereo not given)	1	-8	-12	0.2	0.0	-2	2.9	8	-1.3
Cc1ccc(NC(=O)COC(=O)CCC(=O)c2cccs2)cc1	0	0	1	0.0	-1.3	5	0.1	1	-5.7
COc1ccc(N(C(=O)c2ccco2)S(=O)(=O)c2ccc(F)cc2)cc1	2	-2	5	-1.1	0.0	14	x	0	-0.8
COc1cc(OC)c(NC(=O)Cn2cnc3sc(C)c(S(=O)(=O)N4CCOCC4)c3c2=O)cc1Cl	-12	6	-4	-3.4	0.3	-3	0.7	1	-0.8
CC(C)=C1C2CCC1C1C(=O)N(NC(=O)COc3ccc(Cl)c(C)c3)C(=O)C21 (stereo not given)	-3	0	7	-0.9	-0.2	26	x	1	-2.5
CN(C)S(=O)(=O)c1ccc(Cl)c(NC(=O)COC(=O)C2CCCO2)c1 (stereo not given)	4	-9	-4	-0.9	-1.3	-5	0.0	4	-1.5
O=C(N/N=C/c1cccc(Cl)c1Cl)Nc1ccccc1	4	-4	2	-0.3	-1.0	-9	-1.2	21	-0.4
O=C(O)CC(c1ccccc1)c1ccccc1	0	-3	10	-0.2	-0.5	1	x	-3	-0.5
Cc1onc(-c2c(F)cccc2Cl)c1C(=O)N(Cc1ccccc1)C(C)C	8	-11	11	2.1	0.5	3	0.3	16	-2.6
CCN(C(=O)CSc1nc2c(cnn2-c2ccccc2)c(=O)[nH]1)C1CCS(=O)(=O)C1 (stereo not given)	-11	-3	11	-0.6	0.0	3	-4.3	0	-2.4
Cc1ccccc1CCNCc1cc2cccc(C)c2[nH]c1=O	-8	-12	1	-0.7	-1.0	6	-0.4	9	-1.9
COc1ccc(CNC(=O)C2CCCN(c3nccc(C)n3)C2)cc1 (stereo not given)	-8	-5	3	-0.4	-0.9	-10	x	9	0.9
CCOC(=O)/C=C1\SCC(=O)N1CC(O)CN1C(=O)CS/C1=C\C(=O)OCC	-4	-3	x	-0.7	-0.9	x	x	-6	-2.4
Cc1cccc(C(=O)OCC(=O)NCCCc2ccccc2)c1O	-6	4	3	1.3	0.7	-6	1.8	-2	-0.7
Nc1c(N(CCC2=CCCCC2)C(=O)C2CC2)c(=O)[nH]c(=O)n1Cc1ccccc1	-1	1	-1	-1.7	-2.4	-5	0.9	-1	-1.1
C/C(CC(=O)Nc1cc(Cl)ccc1Cl)=N\NC(=O)c1ccco1	-10	-3	3	-1.5	-0.4	7	x	-2	-0.5
CNC(=O)CCC(=O)Nc1ccc(C(=O)OC)cc1	-2	-2	12	-0.1	-0.3	-1	x	-6	-2.7
C[C@H](NC(=O)[C@@H]1Cc2ccccc2CN1)C(=O)NCC1CCCO1 (stereo not given in full)	-6	-4	-3	-2.5	-0.8	-8	0.8	-3	-0.2
COc1ncnc2c1oc1nc(C(C)C)c3c(c12)CC(C)(C)OC3	11	1	-6	0.7	0.0	-3	x	-1	-2.0
Cc1ccc(C(=O)NNC(=O)c2ccc3ccccc3c2O)cc1	u	0	-4	3.2	0.1	2	0.4	1	1.8
CCOC(=O)c1ccc(CNC(=O)C(Cc2c[nH]c3ccccc23)NC(C)=O)o1 (stereo not given)	-3	-3	-10	-1.2	0.7	2	x	4	-0.7
CN(C)CCn1cnc2c(c1=N)C(c1ccccc1)c1ccc3ccccc3c1O2 (stereo not given)	15	2	-9	-0.6	-1.2	-3	-1.7	-2	-18

One compound at a time (already shown).
COc1ncnc2c1oc1nc(C(C)C)c3c(c12)CC(C)(C)OC3 is listed with BoNT F protease: 11; Anthrax LF inh2: 1; PrPC TRFRET: -6; BoNT-A LC inh2: 0.7; PfHsp40 yeast: 0.0; CCHF vOTU inh: -3; TcdB inh: x; Y pestis TopoI: -1; FadD28 binding: -2.0
CN(C)CCn1cnc2c(c1=N)C(c1ccccc1)c1ccc3ccccc3c1O2 (stereo not given) is listed with BoNT F protease: 15; Anthrax LF inh2: 2; PrPC TRFRET: -9; BoNT-A LC inh2: -0.6; PfHsp40 yeast: -1.2; CCHF vOTU inh: -3; TcdB inh: -1.7; Y pestis TopoI: -2; FadD28 binding: -18

Three entries picked at random from the list so far:
SMILES	BoNT F protease	Anthrax LF inh2	PrPC TRFRET	BoNT-A LC inh2	PfHsp40 yeast	CCHF vOTU inh	TcdB inh	Y pestis TopoI	FadD28 binding
C/C(CC(=O)Nc1cc(Cl)ccc1Cl)=N\NC(=O)c1ccco1	-10	-3	3	-1.5	-0.4	7	x	-2	-0.5
COc1ncnc2c1oc1nc(C(C)C)c3c(c12)CC(C)(C)OC3	11	1	-6	0.7	0.0	-3	x	-1	-2.0
Cc1ccc(C(=O)NNC(=O)c2ccc3ccccc3c2O)cc1	u	0	-4	3.2	0.1	2	0.4	1	1.8

Continuation.
SMILES	BoNT F protease	Anthrax LF inh2	PrPC TRFRET	BoNT-A LC inh2	PfHsp40 yeast	CCHF vOTU inh	TcdB inh	Y pestis TopoI	FadD28 binding
CN1C2C=C3C(C#N)=C(N)C(C#N)(C#N)[C@@H](c4cccc(F)c4)[C@@H]3C1CC2 (stereo not given in full)	-4	0	-9	0.6	-0.6	-2	x	-1	-1.4
COc1ccccc1CNC(=O)c1c(O)c2cc(OC)c(OC)cc2[nH]c1=O	-13	0	-1	-0.2	-0.4	-2	x	10	-2.1
C=CCNC(=O)C1CC(=O)N(c2ccc(OCC(=O)Nc3ccc(Cl)cc3)cc2)C1 (stereo not given)	u	u	10	u	1.5	9	-1.9	-3	0.7
CCn1cc(S(=O)(=O)c2ccc(OC)cc2)c(=O)c2cc(OC)ccc21	2	2	-2	1.4	-0.9	3	1.3	3	-5.7
COc1cccc2cc(C(=O)NCc3ccco3)c(=O)oc12	0	-2	7	0.1	-1.1	-4	0.0	0	-0.5
CC1CCCCC1NC(=O)Cn1c(=O)oc2cc(S(=O)(=O)N3CCCC3)ccc21 (stereo not given)	-12	-9	13	-1.1	-1.2	-3	0.2	2	-0.1
CCCCCCn1c(O)c(C=NC2CCN(Cc3ccccc3)CC2)c(=O)[nH]c1=O	6	-8	-3	0.0	-1.4	-4	x	14	-1.5
